# SW480 rereplic – induces DNA re-replication in SW480 colon adenocarcinoma cells; SW480 DNA re-replication, Hoechst DNA content imaging, 48 h; Potency, µM (titrated, usually from 46.1 µM), without a hit: top-dose re-replication activation, usual class: activators; 340,000 tested, 1.8% active; AID 624297; note: potency is the fitted concentration of half-maximal effect; % of control where 0% means no effect; nearly all actives have a fitted effect of over 55% in size
#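 Quantitative HTS format with DMSO vehicle controls; 48 hr drug incubation at 37 C, then 40 min Hoechst staining and scanning imager measurement at 405 nm excitation.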
# HT1080 IDH1KD tx – HT-1080 IDH1 knockdown cell toxicity (counter line); HT-1080 IDH1 knockdown viability, ATP luminescence, 48 h; Potency, µM (top dose mostly 46.1 µM), for the others: at the top dose activity, negative = toxicity, usual class: cytotoxic; 360,000 tested, 2% active; AID 686971;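 note: potency is the fitted concentration of half-maximal effect; 0% = DMSO wells and -100% = cell-free medium wells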
#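 % activity derives from luminescence (CellTiter-Glo), normalised to DMSO and no-cell wells. HT-1080-IDH1KD cells, 750/well, had 48 h compound exposure at 37 °C.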
# IL-1B inflam inh – inhibitors of inflammasome signaling (IL-1 beta secretion); 360,000 tested, 4.7% active; activity change, % at 57.5 µM; AID 743279; THP-1 LPS/ATP IL-1B secretion, AlphaLISA, 16 h; active compounds read low; in the data active = activity change below about -50%; inconclusive = mostly about -30% to -49%; note: % is set by controls: 0 for no effect and ±100 for the full control effect
#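 THP-1 cells pretreated 1 hr with compounds (up to 57.5 uM final), then stimulated with LPS (250 ng/mL final) plus ATP (1.25 mM final); secreted IL-1B measured by AlphaLISA after 16 hr, decreased signal indicating inhibition.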
# KB-3-1 tox – KB-3-1 parental cell cytotoxicity. KB-3-1 viability, CellTiter-Glo ATP luminescence, 72 h. Potency, µM (doses to about 46.1 µM), inactives show top-dose activity change, negative = cytotoxic, hits mostly cytotoxic. 400,000 tested, 1.4% active; note: potency is the fitted concentration of half-maximal effect; % is set by controls: 0 for no effect and ±100 for the full control effect; nearly all actives have a fitted effect of over 60% in size
#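 Parental KB-3-1 adenocarcinoma cells in phenol-red-free DMEM with 10% FBS were pin-treated with compounds at several concentrations, incubated 72 h at 37 °C, and viability read by CellTiter-Glo luminescence; concentration-effect curves were fitted after normalization.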
# ATXN viability – reduces viability in counter-screen for ATXN expression inhibitors | S2 cells (HEK-293 line with an ATXN2-luciferase reporter) viability, CellTiter-Fluor protease fluorescence, 24 h | 400,000 tested, 0.49% active | AID 651635 | Potency, µM (series often up to 56.7 µM), hits mostly cytotoxic; note: potency is the fitted concentration of half-maximal effect; nearly all actives have a fitted effect of over 40% in size
# MCF10A rereplic – DNA re-replication induction in MCF 10a cells; MCF 10A DNA re-replication, Hoechst nuclear intensity, 48 h; Potency, µM (doses to about 46.1 µM), inactives show at the top dose activity, positive = re-replication, most hits filed as activators; 350,000 tested, 2.9% active; AID 624296; note: potency is the fitted concentration of half-maximal effect; % of control where 0% means no effect; nearly all actives have a fitted effect of over 50% in size
# ATXN2 expr inh – ATXN2 expression inhibition; HEK-293 ATXN2-luciferase reporter, luminescence, 24 h; Potency, µM (series often up to 57 µM), without a hit: top-dose activity change, negative = inhibition, hits mostly inhibitors; 360,000 tested, 0.72% active; note: potency is the fitted concentration of half-maximal effect; % is set by controls: 0 for no effect and ±100 for the full control effect; nearly all actives have a fitted effect of over 55% in size
#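 ATXN2-luciferase reporter cells (luciferase flanked by upstream and downstream ATXN2 gene portions) were treated 24 h at 37 °C with compounds at up to 57 uM. SteadyGlo luminescence gave expression; GF-AFC fluorescence gave viability.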
# KB-V1 MDR tox – kills drug-selected multidrug resistant KB-V1 cells. KB-V1 MDR cells viability, CellTiter-Glo, 72 h. Potency, µM (series often up to 46.1 µM), for inactives: at the top dose activity change, negative = cytotoxicity, usual class: cytotoxic. AID 1347076. 400,000 tested, 3.4% active; note: potency is the fitted concentration of half-maximal effect; % is set by controls: 0 for no effect and ±100 for the full control effect; nearly all actives have a fitted effect of over 60% in size
#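 Drug-selected KB-V1 cells, grown in DMEM lacking phenol red with 10% FBS, receive compound titrations; after three days at 37 degrees C, surviving cell ATP is quantified by CellTiter-Glo luminescence and responses normalized and curve-fitted.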
# HT1080NT lethal – kills 2HG-producing HT-1080-NT fibrosarcoma cells | HT-1080-NT fibrosarcoma viability, CellTiter-Glo ATP luminescence, 48 h | 360,000 tested, 1.6% active | Potency, µM (titrated, usually from 46.1 µM), inactives show at the highest dose activity, negative = less viability, usual class: cytotoxic | AID 686970;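 note: NT is the 2HG producing partner of a matched IDH1 knockdown line; potency is the fitted concentration of half-maximal effect; 0% = DMSO-treated cells and -100% = media-only wells without cells; nearly all actives have a fitted effect of over 55% in size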
#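 Read-out is CellTiter-Glo luminescence after 10 minutes at room temperature, following 48 hours' compound treatment of HT-1080-NT cells (750 cells/well, RPMI, 5% FBS, 37 degrees C).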
# Active calls of the source: *; i = inactive; ? = inconclusive; . = no result given; & = joins results of further samples; [ ] = remark or other dose. Unless noted, calls come from the whole dose curve; as a rule, active = well fitted curve in the direction sought with a large enough effect; inconclusive = small, poorly fitted or top-dose-only effect, or another doubt; inactive = no such curve, though single readings can be large; an effect the other way counts as inactive or inconclusive.
# Order of results – MCF10A rereplic	IL-1B inflam inh	SW480 rereplic	KB-V1 MDR tox	HT1080 IDH1KD tx	KB-3-1 tox	ATXN2 expr inh	HT1080NT lethal	ATXN viability
1. Cc1ccc(S(=O)(=O)N2CCC(=O)N(C(COCc3cccc(C(F)(F)F)c3)C(C)C)CC2)cc1 (centres undefined)
 : ?	-5	?	?	-28%	?	?	-14%	?
2. COc1cc(CNc2ccc3[nH]c(=O)[nH]c3c2)ccc1OCc1ccccc1Cl
 : -5%	?	-2%	3%	-25%	0%	-12%	?	i
3. CCOc1ccc(NC(=O)N(Cc2c[nH]c3ccccc23)C2CCCCC2)cc1
 : .	.	.	-2%	.	4%	14%	.	i
4. O=C(Nc1ccc(Br)cn1)c1cccc(-c2cc3ccccc3oc2=O)c1
 : 18µM*	17	?	-2%	23µM*	?	-27%	?	i
5. CCN1CC(CN(C)Cc2cn(-c3cccc(C)c3)nc2-c2cccc(F)c2)CC1=O (centres undefined)
 : ?	?	0%	0%	-7%	-25%	.	2%	i
6. Cn1c(SCc2ccccc2)nnc1-c1ccco1
 : 0%	-2	-4%	0%	1%	7%	23%	9%	i
7. Cc1ccc(NC(=O)CSc2nnc3ccccn23)cc1S(=O)(=O)N1CCOCC1
 : 6%	7	11%[1.84 µM]	?	14%	16%	3%	7%	i
8. O=C(c1ccc2ccccc2c1)c1c[nH]cc1-c1ccccc1
 : 4%	?	0%	-19%	9%	-3%	10%	-10%	i
9. Cc1ccc(S(=O)(=O)N2Cc3ccccc3CC2C(=O)Nc2ccc3c(c2)OCO3)cc1 (centres undefined)
 : ?	?	0%	2%	-4%	3%	67%[activator]	-11%	i
10. Cc1ccc(NC(=O)c2cc([N+](=O)[O-])ccc2N2CCCC2)cc1
 : 3%	-12	-1%	-11%	-21%	10%	-6%	-22%	?
11. O=C(NCCN1C(=O)C2C3C=CC(C3)C2C1=O)NCc1ccccc1 (centres undefined)
 : -4%	13	-1%	5%	7%	6%	-3%	0%	i
12. C=CCC1NS(=O)(=O)OCC1NC(=O)OCC(Cl)(Cl)Cl (centres undefined)
 : 8%	17	-7%	-2%	-2%	2%	3%	0%	i
13. COc1ccc2oc(=O)c(C(=O)C[n+]3cccc(C)c3)cc2c1
 : 2%	-10	-15%	2%	23%	5%	-1%	8%	i
14. Cc1cccc(OCc2nnc(SCC(=O)N3CCCC3)o2)c1
 : -16%	18	-16%	-37%	22%	?	-12%	0%	i
15. COc1cccc(C(=O)N[C@@H](C)C(=O)N2CCC3(CC2)NCCc2[nH]cnc23)c1
 : -3%	1	-1%	-3%	-2%	-28%	1%	4%	i
16. O=C(COc1ccc(S(=O)(=O)Nc2ccccc2)cc1)NCc1ccncc1
 : 18%	28	-1%	-2%	-2%	-18%	-21%	5%	i
17. COCCN1C(=O)c2cc(C(=O)Nc3ccc(C)c(F)c3)ccc2C1Nc1ccc(C)c(F)c1 (centres undefined)
 : 26%	13	-4%	-3%	7%	?	22%	14%	i
18. Cc1cc(C)nc(N2CCN(c3ncnc4c3cnn4Cc3ccc(Cl)cc3Cl)CC2)n1
 : ?	3	-25%	?	1%	-6%	-14%	0%	i
19. COc1cccc(N(CC(=O)NC2CCCC2)C(=O)CCC(=O)Nc2nccs2)c1
 : 7%	-14	3%	-1%	3%	0%	-16%	4%	i
20. CCCCn1c(SCC(=O)NCC2CCCO2)nc2ccc(N3CCOCC3)cc2c1=O (centres undefined)
 : 7%	-8	-2%	3.7µM*	16%	20%	9%	5%	i
21. CCOC(=O)c1ccccc1NCN1C(=O)CSC1=O
 : 1%	21	-4%	3%	-2%	5%	4%	5%	i
22. Cc1occc1C(=O)Nc1sc2c(c1C(N)=O)CCCCC2
 : 11%	22	1%	?	-9%	-6%	36%[activator]	-7%	i
23. COc1cccc(NC(=O)c2ccccc2NC(=O)c2ccncc2)c1
 : -17%	-8	2%	-11%	-4%	?	4%	-3%	i
24. COc1ccc(C2CCCN2C(=O)Nc2ccc(C)c(C)c2)cc1OC (centres undefined)
 : 0%	-1	-4%	-3%	6%	1%	-21%	2%	i
25. Cc1ccc(-c2nnc(SCC(=O)CC(=O)Nc3ccccc3)n2C)cc1
 : -1%	-12	-1%	?	-1%	1%	-5%	-4%	i
26. C=CCNC(=O)N1CCCC(N2CCN(c3ccccc3OC)CC2)C1 (centres undefined)
 : 1%	11	-5%	0%	2%	0%	-11%	13%	i
27. Cc1ccccc1/C=C/c1cc[n+](C)cc1
 : -29%[9.22 µM]	15	-61%[inhibitor]	22%	-19%	?	31%	-23%	.
28. Cc1ccc(C)c(N(C(=O)Cn2nnc(-c3cccs3)n2)C(C(=O)NC2CC2)c2ccc(C)o2)c1 (centres undefined)
 : 7%	18	?	?	5%	-1%	2%	0%	i
29. CS(=O)(=O)c1nc(S(=O)(=O)c2ccc(Cl)cc2)c(N2CCC3(CC2)OCCO3)s1
 : 19%	?	0%	8%	0%	0%	.	3%	i
30. Cc1cc(C)n(CC2CC(=O)N(c3ccc(Cl)cc3)C2=O)n1 (centres undefined)
 : 4%	43	-115%[inhibitor]	-17%	11%	?	-8%	6%	i
31. CNc1cccnc1C=NNC(N)=S
 : 28%	80	0.92µM*	?	?	?	?	-17%	i
32. COc1cc(OC)c(-c2nc3c[n+](CC(=O)c4ccccc4)ccc3n2C)cc1OC
 : 16%	-7	-9%	0%	0%	18%	5%	-9%	i
33. Cn1c(=O)c2cc(NC(=O)NCCc3cccs3)ccc2n1Cc1ccccc1
 : .	-9	.	-11%	-26%	?	1%	-20%	i
34. CC(C)(C)OC(=O)N1CCC(NC(=O)c2nc[nH]c2C(=O)N2CCN(C(=O)OC(C)(C)C)CC2)CC1
 : -7%	5	?	5%	3%	0%	7%	-2%	i
35. CCOC(=O)C(Cc1c[nH]c2ccccc12)NC(=O)c1ccccc1Br (centres undefined)
 : -2%	?	-11%[9.22 µM]	-4%	-6%	4%	26%	1%	i
36. C=C(C)C(=O)Nc1cccc(C2=NOC3(C2)C[C@@H](C(N)=O)N(C(=O)CCCCC)C3)c1 (some centres undefined)
 : 0%	-7	-10%	?	13%	?	3%	11%	i
37. COc1ccc(-c2nc3ccccc3o2)cc1NC(=O)CSc1ccc(Cl)cc1
 : -1%	-14	2%	15%&8%	?	13%&-3%	28%&-21%	24%	i
38. COc1cc(/C=C(\C#N)C(=O)N2CCOCC2)ccc1OCc1ccccc1
 : -8%	-17	-1%	-15%	3%	-5%	42%[activator]	-8%	i
39. COc1cc(NC(=O)c2ccc([N+](=O)[O-])o2)ccc1NC(=O)c1cccs1
 : ?	-90*	6.5µM*	-21%	-19%	?	-23%	-15%	i
40. C/C(CC(=O)Nc1cccc(C(F)(F)F)c1)=N\NC(=O)C1CCCCC1
 : -11%	0	2%	3%	-17%	-2%	.	?	i

# An excerpt from above in order of their number in SW480 rereplic, largest number first.
entry | Molecule | SW480 rereplic
8 | O=C(c1ccc2ccccc2c1)c1c[nH]cc1-c1ccccc1 | 0%
21 | CCOC(=O)c1ccccc1NCN1C(=O)CSC1=O | -4%
14 | Cc1cccc(OCc2nnc(SCC(=O)N3CCCC3)o2)c1 | -16%

# Following part:
# Order of results – MCF10A rereplic	IL-1B inflam inh	SW480 rereplic	KB-V1 MDR tox	HT1080 IDH1KD tx	KB-3-1 tox	ATXN2 expr inh	HT1080NT lethal	ATXN viability
41. CC1Cc2cc(/C(O)=C3/C(=O)C(=O)N(Cc4ccncc4)C3c3ccc(N(C)C)cc3)ccc2O1 (centres undefined)
 : 0%	14	-1%	?	9%	-4%	0%	-2%	i
42. CCN(CC)c1ccc(C(=O)NNC(=O)c2ccc3c(=O)n4c(nc3c2)CCC4)cc1
 : 22%	77	-3%	?	10%	0%	13%	5%	?
43. CCCOc1ccc2cc(-c3ccccn3)c(=O)oc2c1
 : ?	-11	?	?	?	?	3.5µM*	?	i
44. O=C(Nc1nc2ccccc2[nH]1)c1cccc([N+](=O)[O-])c1
 : 4%	-4	12%	-8%	17%	6%	39%[activator]	?	i
45. COc1ccc(N2CCN(C(=O)CCS(=O)(=O)c3ccc4c(c3)NC(=O)CO4)CC2)cc1
 : 1%	47	-5%	?	-8%	-8%	-12%	1%	i
46. CC(C)Cc1c2c([nH]c(=S)c1C#N)CCCC2
 : 3%	18	13µM*	?	0%	2%	8%	8%	i
47. N#C/C(=C\c1cc(Cl)ccc1O)C(=O)NC1CCCCC1
 : -2%	-17	22%	-2%	-13%	?	6%	5%	i
48. O=C(NNC(=O)c1cc(Cl)ccc1[N+](=O)[O-])c1csc(N2CCOCC2)n1
 : -2%	-7	-524%[inhibitor]	0%	2%	5%	1%	2%	i
49. Cc1ccc(N2CC(C(=O)Nc3nnc(SCCC4OCCO4)s3)CC2=O)cc1C (centres undefined)
 : 13%	32	-12%	-2%	12%	-3%	2%	9%	i
50. CCc1ccc(CNC(=O)CN2C(=O)C3CCCCN3c3ccc(C(=O)N4CCCC4)cc32)cc1 (centres undefined)
 : .	.	.	-2%	.	-14%	-19%	.	i
51. Cc1ccn(CCNC(=O)C2CCC(=O)N(Cc3ccc(Cl)cc3)C2)n1 (centres undefined)
 : 1%	0	5%	11%	-2%	0%	-12%	-1%	i
52. O=C(NCCN1CCOCC1)c1ccc2c(c1)N(Cc1ccc(F)cc1)C(=O)CS2
 : 8%	-6	3%	?	-5%	?	-8%	1%	i
53. O=C(NCc1ccccc1)C(C(=O)c1ccc(F)cc1)n1ccccc1=O (centres undefined)
 : 6%	-4	-3%	6%	7%	1%	5%	-4%	i
54. Cc1c(Cl)c([N+](=O)[O-])nn1CCCC(=O)NCCc1ccccc1
 : 1%	40	-19%	?	-1%	-12%	.	24%	i
55. O=C1CCc2ccc(NC(=O)C3CC3)cc2N1
 : 2%	0	-3%	-1%	-1%	3%	.	-3%	i
56. O=C([C@@H]1CC=C[C@@H]2CCN(C3CCCCC3)C(=O)[C@@H]21)N1CCN(c2ccccc2)CC1
 : 0%	13	-4%	?	13%	-2%&-3%	0%	0%	i
57. CCOCCCNS(=O)(=O)Cc1ccccc1
 : 1%	0	1%	-13%	14%	-6%	2%	5%	i

# Assay outcomes from PubChem BioAssay.
